Compound activity: PubChem, several laboratories
Mot1-301 SUMO: yeast Mot1-301 growth rescue at high temperature, primary screen, SUMOylation pathway inhibitor project, S. cerevisiae, ATP luminescence, 38.5C | growth rescue, % at 18.8 µM | hit rate 1% among 320,000 | S. cerevisiae Mot1-301 growth rescue; percent above DMSO median, 100 means doubled;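 active = every valid replicate shows activation above 250% relative to neutral control wells; inactive = the rest, any valid replicate at or below 250%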;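 also: OY570 slx delta 5 strain wells were the positive control but not used for scaling; some compounds called inactive have numbers as strong as hits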
E coli growth: E. coli V3065 growth inhibition, primary screen, counter-screen for AddAB inhibitor project, absorbance, OD600; 18 h; inhibition, % at 11.9 µM; hit rate 0.27% among 330,000; AID 449728, 2010;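 active = inhibition above the campaign's mean inhibition across all tested compounds plus 3 SD, cut at about 9.9% in these data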;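 also: uninfected addAB+ strain grown without phage in ampicillin broth; 0% = DMSO wells and 100% = ciprofloxacin 0.95 µg/ml wells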
PKA-R1A activ: activators of PKA-R1A holoenzyme, primary screen, biochemical, fluorescence polarization, Cy5-IP20, bovine R1A, mouse PKAc. AID 504707, 2011. PKA-R1A dissociation; scaled: DMSO 0%, 113 µM cGMP 100%. hit rate 0.083% among 340,000. cAMP-dependent protein kinase type I-alpha regulatory subunit (Bos taurus) + …. activation, % at 11.4 µM;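 active = percent activation above the mean of all tested compounds plus 3 SD, cut at about 19% in these data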;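 also: higher means more PKAc released from R1A so a rise in polarization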
HTR5A inv ag: HTR5A inverse agonists in luminescence cell assay, primary screen, counter-screen for OPRM1-OPRD1 heterodimer inverse agonist project, full-deck HTS | 5-hydroxytryptamine receptor 5A (Homo sapiens), P47898 | hit rate 0.083% among 340,000 | HTR5A cell line, inverse agonism | AID 504634, 2011 | inhibition, % at 9.3 µM; in the data active = inhibition mostly above about 23%, no sharp cut-off; inactive = mostly below about 18%;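 also: 0% = cells with DMSO and 100% = no-cell wells with DMSO; some compounds called inactive have numbers as strong as hits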
AddAB inh: growth inhibition of E. coli expressing H. pylori AddAB, primary screen, AddAB inhibitor project, absorbance. inhibition, % at 11.9 µM. hit rate 0.29% among 330,000. AID 435030, 2010; in the data active = inhibition above about 12%;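 also: 0% = vehicle wells of infected cells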
MOR-DOR inv ag: inverse agonists of MOR-DOR heterodimerization, primary screen, cell-based, luminescence | Mu-type opioid receptor (Homo sapiens) + Delta-type opioid receptor (Homo sapiens), … | cell-based MOR-DOR heterodimer luminescence, inverse agonism | inhibition, % at 9.3 µM | hit rate 0.21% among 340,000; in the data active = inhibition above about 22%, passing the limit was not always enough;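 also: 0% = cells with DMSO and 100% = wells without cells with DMSO; values of inactives mirror those of a sister screen read the other way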
Target sequence (P35372 whole entry, looked up): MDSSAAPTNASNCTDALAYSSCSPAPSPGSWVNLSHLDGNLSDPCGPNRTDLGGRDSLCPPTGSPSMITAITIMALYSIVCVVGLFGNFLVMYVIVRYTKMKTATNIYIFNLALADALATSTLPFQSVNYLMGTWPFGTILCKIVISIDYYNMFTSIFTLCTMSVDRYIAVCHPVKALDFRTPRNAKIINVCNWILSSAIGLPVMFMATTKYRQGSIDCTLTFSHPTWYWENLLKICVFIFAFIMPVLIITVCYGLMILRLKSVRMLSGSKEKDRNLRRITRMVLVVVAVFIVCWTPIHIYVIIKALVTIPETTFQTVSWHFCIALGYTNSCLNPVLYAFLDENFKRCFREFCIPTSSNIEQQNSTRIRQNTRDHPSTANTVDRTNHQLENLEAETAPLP
Target sequence (P41143 whole entry, looked up): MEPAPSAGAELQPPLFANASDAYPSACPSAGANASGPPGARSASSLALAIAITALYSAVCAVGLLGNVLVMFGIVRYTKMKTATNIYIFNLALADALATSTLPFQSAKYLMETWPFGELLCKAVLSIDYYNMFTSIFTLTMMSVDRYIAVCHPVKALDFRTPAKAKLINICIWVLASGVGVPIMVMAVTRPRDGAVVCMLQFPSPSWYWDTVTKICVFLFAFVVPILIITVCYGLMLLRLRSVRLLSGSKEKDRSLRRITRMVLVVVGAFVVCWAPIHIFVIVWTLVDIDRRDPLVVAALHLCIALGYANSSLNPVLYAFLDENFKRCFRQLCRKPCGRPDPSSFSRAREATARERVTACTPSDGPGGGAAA
Tat export inh: E. coli Tat export inhibitors, primary screen, MC4100, TorA-mCherry reporter, fluorescence, single point | inhibition, % at 10 µM | hit rate 0.036% among 340,000;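 active = mean replicate inhibition at least 50% and at least half of replicates individually reaching 50%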;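 also: exported cargo escapes ClpAP degradation while cytoplasmic cargo is degraded and loses fluorescence; 0% = median of neutral control wells and 100% = median of NaSCN control wells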
PKA-R2B act: activators of PKA-R2B holoenzyme, primary screen, biochemical, fluorescence polarization, Cy5-IP20, human. hit rate 0.079% among 340,000. PKA-R2B holoenzyme dissociation; R2B truncated from residue 108, S112A mutant; 0% DMSO only, 100% 113 µM cGMP. activation, % at 11.4 µM;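 active = activation above a cutoff set at the mean over all compounds plus 3 SD, cut at about 18% in these data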;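 also: higher means more holoenzyme dissociation and a rise in polarization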
MOR-DOR ag: agonists of OPRM1-OPRD1 heterodimerization, primary screen, cell-based, luminescence | cells | activation, % at 9.3 µM | Mu-type opioid receptor (Homo sapiens) + Delta-type opioid receptor (Homo sapiens), … | hit rate 0.3% among 340,000 | AID 504326, 2011; in the data active = activation above about 18%;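 also: 0% = vehicle-treated cells and 100% = reference agonist; values of inactives mirror those of a sister screen read the other way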
phage Ecoli inh: growth loss of phage-infected E. coli, primary screen, RecBCD inhibitor project, absorbance, with phage, HTS. AID 651602, 2012. inhibition, % at 11.9 µM. hit rate 0.26% among 360,000; in the data active = inhibition above about 11%
PfHsp90 set2: growth inhibition of PfHsp90-expressing yeast, primary screen, antimalarial PfHsp90 inhibitor project, S. cerevisiae, BacTiter-Glo luminescence, single point, set 2. BacTiter-Glo ATP, 48 h; yeast lacking PDR1 and PDR3 efflux regulators. inhibition, % at 9.4 µM. hit rate 0.32% among 310,000. AID 504621, 2011;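 active = every replicate shows inhibition above about 80%, whatever the replicate mean, limit read from the data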;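 also: 0% = DMSO neutral controls and 100% = 20 µM radicicol positive controls; yeast relying on Plasmodium falciparum Hsp90 in place of its own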
* marks the source's active call; other numbers are inactive results; / = not tested or not shown; & = joins results of further samples.

Start of the data: the first 4 records as a preview:
SMILES	Mot1-301 SUMO	E coli growth	PKA-R1A activ	HTR5A inv ag	AddAB inh	MOR-DOR inv ag	Tat export inh	PKA-R2B act	MOR-DOR ag	phage Ecoli inh	PfHsp90 set2
Cc1ccccc1Nc1c(-c2ccc(N3CCOCC3)cc2)nc2cnccn12	/	-0.4	-4	-35	-3.1	14	-4	6	-2.6	0.6	-7
Cc1cccc(C)c1NC(=O)CSc1nnc(-c2ccccc2)n1Cc1ccc2c(c1)OCO2	14	-0.9	8	8	0.5	3	-3	-3	-0.5	0.8	/
CCOC(=O)CCC(NC(=O)c1ccc(NCN2C(=O)c3ccccc3C2=O)cc1)C(=O)OCC (stereo unspecified)	2	-1.1	0	8	1.9	2	-5	-3	-0.5	-0.4	-7
O=C(Sc1ccc(Cl)cc1)c1ccccn1	79	0.0	10	-24	5.7	-15	-13	0	2.8	1.6	-13

This part in full, from the start:
SMILES	Mot1-301 SUMO	E coli growth	PKA-R1A activ	HTR5A inv ag	AddAB inh	MOR-DOR inv ag	Tat export inh	PKA-R2B act	MOR-DOR ag	phage Ecoli inh	PfHsp90 set2
Cc1ccccc1Nc1c(-c2ccc(N3CCOCC3)cc2)nc2cnccn12	/	-0.4	-4	-35	-3.1	14	-4	6	-2.6	0.6	-7
Cc1cccc(C)c1NC(=O)CSc1nnc(-c2ccccc2)n1Cc1ccc2c(c1)OCO2	14	-0.9	8	8	0.5	3	-3	-3	-0.5	0.8	/
CCOC(=O)CCC(NC(=O)c1ccc(NCN2C(=O)c3ccccc3C2=O)cc1)C(=O)OCC (stereo unspecified)	2	-1.1	0	8	1.9	2	-5	-3	-0.5	-0.4	-7
O=C(Sc1ccc(Cl)cc1)c1ccccn1	79	0.0	10	-24	5.7	-15	-13	0	2.8	1.6	-13
COc1ccc(CCN2CN(S(=O)(=O)c3ccccc3)c3nc4ccccc4nc32)cc1OC	-11	-1.5	-1	-17	1.3	10	4	-4	-1.9	0.0	-3
COc1ccc(NC(=O)CC2C(=O)N(c3ccc(OC)cc3)C(=O)N2CCc2cccs2)cc1 (stereo unspecified)	-9	-1.9	-8	-11	3.1	17	3	-13	-3.1	2.8	-9
Cc1oc(C(=O)O)cc1COc1ccccc1Cl	1	-3.3	6	-7	0.0	-7	3	-5	1.2	2.5	7
N#Cc1c(Sc2ncc(C(F)(F)F)cc2Cl)nsc1C/C=N\OCc1c(F)cccc1Cl	-19	1.6	-2	-12	-0.3	-6	4	0	1.1	2.1	-12
Cc1cc(N2C(=O)C3C4CCC(C4)C3C2=O)no1 (stereo unspecified)	-11	0.2	-6	-8	4.5	-3	6	-14	0.7	4.2	0
COc1ccc(-c2csc(NC(=O)CSCC(=O)Nc3cc(C)on3)n2)cc1	1	-2.5	-2	1	-0.4	-6	-9	7	1.4	-1.2	-3
CCOC(=O)[C@H]1[C@H]2COc3ccc(Cl)cc3[C@@H]2N2C(=O)c3cc(F)c(F)cc3NC(=O)[C@@]12C	-1	-1.5	4	-51	6.2	-15	-1	-11	2.6	1.2	-18
O=c1cc(CO)occ1OCc1ccccc1	-13	-2.3	-9	6	2.5	14	4	-3	-2.6	5.0	-8
CC(C)Oc1ccc(CCC(=O)NNC(=S)NCc2ccccc2)cc1	278	1.3	-3	-4	2.6	8	-2	2	-1.5	1.2	-35
O=C1CC(c2ccc(F)cc2)SC(N(c2ccccc2)c2ccccc2)=N1 (stereo unspecified)	0	-0.8	-3	13	1.7	2	2	-5	-0.4	0.3	17
Oc1c(C=C2N=c3ccccc3=N2)sc(=S)n1-c1ccc(F)cc1	52&11	0.7&-0.6	-7&-3	-18&-8	1.9&-0.3	-29&-38	-2&-10	-13&6	5.7&6.5	3.6&1.2	2
CCN1CCN(c2ccc(S(=O)(=O)N3CCOCC3)cc2NC(=O)CCSC)CC1	-5	0.5	7	7	0.2	13	-1	-16	-2.9	2.5	26
C=CCNC(=O)C1CC=CCC1C(=O)O (stereo unspecified)	-2	-0.1	-6	19	1.9	2	-2	9	-0.3	1.7	-10
COc1cc2c(cc1OC)CN(C(=O)COc1ccccc1C#N)CC2	318	/	0	8	/	11	2	5	-2.4	1.7	-1
Clc1ccc(-c2cn3c(n2)SCC3)cc1	87	-1.5	-2	-8	4.3	-4	-5	10	0.7	3.5	-6
CON(C)S(=O)(=O)c1cccc(C(=O)Oc2ccc(N(C)S(=O)(=O)c3ccccc3)cc2)c1	37	1.5	-4	3	1.1	6	6	-8	-1.1	2.6	0
S=C(NCCc1ccccc1)N1CCOCC1	17	-2.5	-3	4	-2.1	5	-7	-11	-1.1	3.6	4
COc1ccc(C2Nc3ccccc3NC3=C2C(=O)CC(C)(C)C3)c(OC)c1OC (stereo unspecified)	4	0.6	6	5	0.2	17	-4	-6	-3.4	-3.9	5
Cn1c(/C(C#N)=C(\O)c2ccc(Cl)s2)nc2ccccc21	-7	-2.3	4	2	-1.0	0	0	3	-0.1	1.0	-62
Cn1c(=O)c(-c2ccccc2)nc2ccccc21	-29	-0.4	-5	-4	1.6	-8	1	0	1.8	2.9	/
COC(=O)/C=C\C(=O)Nc1cccc([N+](=O)[O-])c1	362*	0.2	13	1	0.8	9	-4	1	-1.8	4.5	106*
O=C(C1CC(=O)N(C2CCCC2)C1)N1CCC(Cc2ccccc2)CC1 (stereo unspecified)	-23	0.2	-13	25	-0.5	15	6	-2	-2.6	1.1	-18
CN(C(=O)COC(=O)CN1C(=O)C2CC=CCC2C1=O)c1ccccc1 (stereo unspecified)	-2	-0.3	-1	-16	1.6	4	16	-6	-0.6	4.6	-104
CC(C)(C)C(=O)NN=C1CCC(c2ccccc2)CC1 (stereo unspecified)	-9	/	-5	-9	/	5	0	6	-0.7	2.2	-8
O=C(O)c1ccccc1C(=O)N1CCN(c2ncccn2)CC1	-20	/	-7	0	/	6	-5	-4	-1.4	2.5	12
O=c1c(-c2ccc(O)cc2)coc2cc(O)ccc12	28	0.3	-1	15	-1.1	14	14	9	-2.5	3.5	-27
Cc1ccccc1-c1nc(SCc2cccnc2)c2c(=O)n(C)c(=O)n(C)c2n1	6	-2.5	-6	6	-1.7	9	-3	-9	-1.9	2.1	3
Cc1ccc(-n2c(SCC(=O)Nc3cc(C)on3)nc3ccccc3c2=O)cc1	-5	-1.2	1	1	1.6	5	13	3	-0.9	2.0	/
COc1ccc(Cn2nnc3c(=O)[nH]c(C(=O)NCCc4ccc(F)cc4)nc32)cc1OC	-6	-0.9	0	-6	2.6	-1	6	7	0.1	1.4	6
CCN(CC)C(=O)[C@H]1C[C@H](CC(=O)NCCCn2ccnc2)C(=O)N2CCc3c([nH]c4cc(-c5ccco5)ccc34)[C@]12C	/	-1.1	2	1	-0.4	15	-9	-4	-3.0	1.3	-58
O=C(C1CCCN(S(=O)(=O)c2ccccc2)C1)N1CCN(c2ccccc2)CC1 (stereo unspecified)	-13	1.2	-11	-2	1.6	15	3	-1	-2.1	0.0	-3
COc1cc(NC(=O)c2ccc(Br)o2)ccc1NC(=O)C(C)C	180	1.4	17	4	1.0	10	0	-2	-1.8	0.4	-42
CCOC(=O)/C(C#N)=C/c1cn(CCOc2ccccc2)c2ccccc12	-3	-0.1	7	2	2.7	7	0	-6	-1.4	3.8	4
Cc1ccccc1NC(=O)NC1(C(=O)NCCCN2CCOCC2)CCCCC1	-10	3.9	2	11	2.2	10	0	-1	-1.9	2.7	-3
CCN(CCn1cccn1)C(=O)CC1C(=O)NCCN1Cc1cccc(OC)c1OC (stereo unspecified)	-11	1.1	-2	0	-1.2	10	-2	-5	-2.0	1.0	16
COc1c2occc2c(OC)c2c(=O)cc(C(F)(F)F)oc12	0	-0.4	-9	-1	-0.9	11	-7	-7	-2.2	1.0	-10
COC(=O)c1ccc(C2C(C(=O)c3ccc(C)o3)=C(O)C(=O)N2c2cc(C)on2)cc1 (stereo unspecified)	-11	-1.3	-1	19	0.8	4	-7	-7	-0.8	2.6	-45
CC(C)C(=O)N1CCN(c2ccc(NC(=O)c3ccc([N+](=O)[O-])o3)cc2)CC1	-17	5.5	2	23	13*	-21	-2	-11	4.6	3.9	2
COc1ccc(CCN2C(=O)c3cccc4cccc(c34)C2=O)cc1OC	-18	-0.2	-20	12	0.4	12	-7	-6	-2.1	2.0	-8
COc1ccc(CNC(=O)COC(=O)c2ccc(C)c(S(=O)(=O)N3CCOCC3)c2)cc1	-3	-1.7	2	7	0.2	15	2	-4	-3.9	3.6	5
COc1ccccc1C(=O)NC(=S)N1CCCc2ccccc21	-15	-2.6	-6	-20	-1.0	11	6	-7	-2.1	0.7	-1
CCCCN(C(=O)COC(=O)c1ccc(C=O)cc1)c1c(N)n(CCC)c(=O)[nH]c1=O	-3	0.0	-5	-3	0.3	19	-4	-8	-4.7	0.4	10
O=C(COc1ccccc1-c1ccccc1)N/N=C/c1ccccn1	-8	-2.0	-2	1	-1.4	9	6	-11	-1.6	-0.8	18
COC(CNC(=O)CNC(=S)N(CCCN1CCOCC1)Cc1cccs1)OC	-11	3.0	-8	-15	3.0	0	2	-3	0.0	0.8	8
O=S(=O)(N/N=C/c1ccc(N2CCOCC2)cc1)c1ccccc1	9	0.6	9	1	2.5	-2	-3	6	0.3	2.0	4
CCOc1ccc(N(CC(=O)NC2CCCCC2)C(=O)CNC(=O)c2cccs2)cc1	2	-1.1	-11	-10	3.1	11	1	4	-1.8	-0.2	-4

4 compounds from above with just PfHsp90 set2 and E coli growth.
SMILES | PfHsp90 set2 | E coli growth
CCOc1ccc(N(CC(=O)NC2CCCCC2)C(=O)CNC(=O)c2cccs2)cc1 | -4 | -1.1
COC(=O)c1ccc(C2C(C(=O)c3ccc(C)o3)=C(O)C(=O)N2c2cc(C)on2)cc1 (stereo unspecified) | -45 | -1.3
COc1ccc(CNC(=O)COC(=O)c2ccc(C)c(S(=O)(=O)N3CCOCC3)c2)cc1 | 5 | -1.7
COC(CNC(=O)CNC(=S)N(CCCN1CCOCC1)Cc1cccs1)OC | 8 | 3.0
